# High-throughput results: PubChem, National Center for Advancing Translational Sciences (NCATS)
# RORg inh: blocks mouse ROR gamma transcriptional activity. Drosophila S2 Gal4-RORgamma UAS-luciferase reporter, 20 h. P51450. AID 2551. 310,000 tested, 5.4% active. Potency, µM (doses to about 53.6 µM), without a hit: at the highest dose activity change, negative = inhibition, actives largely listed as inhibitors; further: on the % scale 0 is the no-effect control and ±100 the full control effect; nearly all actives have a fitted effect of over 60% in size
# Target sequence (P51450 whole entry, looked up, the tested form may be a part): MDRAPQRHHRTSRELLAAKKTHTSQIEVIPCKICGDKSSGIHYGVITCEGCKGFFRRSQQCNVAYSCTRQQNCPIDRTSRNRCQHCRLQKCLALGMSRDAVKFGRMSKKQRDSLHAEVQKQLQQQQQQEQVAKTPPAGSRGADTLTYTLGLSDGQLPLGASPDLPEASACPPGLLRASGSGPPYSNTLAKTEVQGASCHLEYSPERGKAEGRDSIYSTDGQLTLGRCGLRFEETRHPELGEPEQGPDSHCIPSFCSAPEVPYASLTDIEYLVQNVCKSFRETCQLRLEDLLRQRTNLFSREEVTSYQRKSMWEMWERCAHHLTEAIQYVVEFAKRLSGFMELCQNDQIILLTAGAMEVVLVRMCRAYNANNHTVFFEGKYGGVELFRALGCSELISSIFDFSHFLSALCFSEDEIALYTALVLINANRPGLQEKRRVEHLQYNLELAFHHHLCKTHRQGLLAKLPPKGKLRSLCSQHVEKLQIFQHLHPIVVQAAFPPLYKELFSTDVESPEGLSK
#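 ROR gamma transcriptional activity was tracked as Gal4-UAS luciferase output in stably transfected Drosophila Schneider cells, with compound added 1 hr before 700 uM copper sulfate induction and a 20 hr ambient-temperature incubation.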
# Gal4-VP16 FLuc: inhibits Gal4-VP16 luciferase reporter, ROR gamma counter-screen; 310,000 tested, 3.5% active; Drosophila S2 Gal4-VP16 UAS-luciferase, luminescence, 20 h; Potency, µM (titrated, usually from 53.6 µM), without a hit: top-dose activity, negative = inhibition, usual class: inhibitors;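 further: Gal4-VP16 expression switched on by copper sulfate through the metallothionein promoter; on the % scale 0 is the no-effect control and ±100 the full control effect; nearly all actives have a fitted effect of over 50% in size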
# uPA surface inh: blocks generation of uPA at the cell surface | 330,000 tested, 0.31% active | cell surface uPA generation assay, qHTS | AID 540303 | Potency, µM (top dose mostly 38.3 µM), without a hit: at the highest dose activity change, negative = inhibition, most hits filed as inhibitors; active means well fitted inhibition curve with a large enough effect; inconclusive means small, poorly fitted or top-dose-only effect; inactive means no such curve, though single readings can be large or run the other way; tested in mouse RAW 264.7 cells; further: on the % scale 0 is the no-effect control and ±100 the full control effect; nearly all actives have a fitted effect of over 55% in size
# MBNL1 CUG block: MBNL1-poly(CUG) RNA binding inhibition; TR-FRET MBNL1-His/biotin-(CUG)12 binding, 665/545 ratio; Potency, µM (series often up to 57.5 µM), for the others: top-dose activity change, negative = inhibition, hits mostly inhibitors; 280,000 tested, 0.036% active; active means well fitted inhibition curve with a large enough effect in the signal ratio, with a control signal flat, not every such curve was filed as active; inconclusive means small, poorly fitted or top-dose-only effect, or effect the other way, or a change in a side signal; inactive means no such curve, though single readings can be large or run the other way; the % refers to the signal ratio; further: on the % scale 0 is the no-effect control and ±100 the full control effect
#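 TR-FRET between His-tagged MBNL1 and biotin-(CUG)12 RNA, detected with Tb anti-His antibody (0.055 ng/ul) and streptavidin-XL665 (5 nM), 60 min at room temperature. Compounds titrated 92 nM to 58 uM; 665/545 nm ratio normalized to buffer and complex controls.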
# NPC1 promoter act: NPC1 promoter activation; 320,000 tested, 2.4% active; Huh7 NPC1 promoter luciferase reporter, 24 h; Potency, µM (doses to about 9.22 µM), for inactives: at the highest dose activation, usual class: activators;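 further: % of control where 0% means no effect; nearly all actives have a fitted effect of over 60% in size; reporter is driven by a mutant NPC1 promoter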
#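 Huh7 cells stably carrying NPC1 promoter–luciferase, plated in Opti-MEM with 10% FBS for 2 h, were exposed to compound in DMSO for 24 h at 37 °C; luciferase reagent was added for 10 min and luminescence read.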
# Rab9 prom act: activates the Rab9 promoter | 320,000 tested, 2.8% active | Potency, µM (series often up to 9.22 µM), inactives show at the highest dose activation, negative = inhibition, usual class: activators | Huh7 Rab9 promoter-luciferase reporter, luminescence, 24 h; further: % of control where 0% means no effect; nearly all actives have a fitted effect of over 60% in size
#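 Quantitative HTS format; Huh7 Rab9-luciferase reporter cells (1500/well) receive compound 2 h post-plating, incubate 24 h at 37 °C, then get luciferase reagent for 10 min before luminescence reading.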
# CXXC DNA block: inhibitors of human MLL CXXC domain-DNA interaction | 290,000 tested, 0.037% active | AID 2662 | Q03164 | MLL-CXXC / FITC-HOXA9 DNA fluorescence polarization | Potency, µM (series often up to 115 µM), for inactives: at the top dose activity change, negative = inhibition, usual class: inhibitors; active means well fitted inhibition curve with a large enough effect in the polarisation, with a control signal flat, not every such curve was filed as active; inconclusive means small, poorly fitted or top-dose-only effect, or effect the other way, or a change in a side signal; inactive means no such curve, though single readings can be large or run the other way; the % refers to the polarisation
#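 Purified MLL-CXXC (added from a 7 uM solution) was preincubated 5 min at ambient with pinned compounds in 50 mM Tris-HCl pH 7.5, 50 mM NaCl, 1 mM DTT, 0.05% BSA. Fluorescein-labeled HOX-A9 DNA (50 nM solution) followed, 30 min, then polarization read.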
# p53 reactivator: re-activators of mutant p53; H1299 p53-A138V BP100-luciferase reporter, luminescence, 24 h; Potency, µM (top dose mostly 92.2 µM), for inactives: at the top dose activity change, positive = activation, actives largely listed as activators; 320,000 tested, 0.063% active; further: % of control where 0% means no effect; nearly all actives have a fitted effect of over 45% in size
#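 p53-null H1299 cells stably carrying temperature-sensitive p53-A138V and a BP100-luciferase reporter were pinned with compounds (4-point, 1:5 series) and held 24 hrs at 37 deg C. Luminescence was read 10 min after detection reagent.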
# BRCA1 expr up: BRCA1 expression activation; Potency, µM (doses to about 46.1 µM), for the others: at the top dose activation, hits mostly activators; MCF7-BRCA1-FFLuc reporter, luminescence, 48 h; response scale: scaled: vehicle 0%, 10 µM genistein 100%; AID 624202; 380,000 tested, 1.1% active; further: nearly all actives have a fitted effect of over 80% in size; some results filed as inactive show a strong effect at the top dose
#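 Activators of BRCA1 expression were detected as increased firefly luciferase luminescence in engineered MCF7 cells after 48 h compound incubation. Signals were scaled to genistein 10 microM as full activation.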
# FLuc counter: counter-screen for miR-21 project: firefly luciferase inhibitors or activators. P08659. purified FLuc, Km substrates, luminescence inhibition. Potency, µM (highest dose often 57.5 µM), inactives show at the top dose activity change, negative = inhibition, usual class: inhibitors. 360,000 tested, 6.9% active;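 further: plate controls were vehicle for no effect and reference inhibitor for full effect; nearly all actives have a fitted effect of over 55% in size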
# Target sequence (P08659 whole entry, looked up): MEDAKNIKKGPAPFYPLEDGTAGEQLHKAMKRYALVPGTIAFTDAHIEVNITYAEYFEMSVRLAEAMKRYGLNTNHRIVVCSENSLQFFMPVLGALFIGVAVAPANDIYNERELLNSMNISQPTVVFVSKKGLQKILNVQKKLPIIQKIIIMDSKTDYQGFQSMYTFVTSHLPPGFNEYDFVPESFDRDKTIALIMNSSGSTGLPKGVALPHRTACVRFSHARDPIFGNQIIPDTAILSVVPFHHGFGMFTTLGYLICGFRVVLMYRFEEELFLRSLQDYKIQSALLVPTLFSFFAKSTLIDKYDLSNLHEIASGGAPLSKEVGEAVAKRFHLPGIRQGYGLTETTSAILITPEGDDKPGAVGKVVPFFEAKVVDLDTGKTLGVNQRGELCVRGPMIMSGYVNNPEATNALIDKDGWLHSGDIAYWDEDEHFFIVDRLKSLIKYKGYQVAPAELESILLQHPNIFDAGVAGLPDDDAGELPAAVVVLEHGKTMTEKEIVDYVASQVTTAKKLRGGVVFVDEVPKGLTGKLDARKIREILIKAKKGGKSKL
#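 Purified P. pyralis luciferase (10nM final) with 10uM D-luciferin and 10uM ATP (Km levels) in 50mM Tris acetate pH 7.5, 10mM Mg acetate, 0.01% Tween-20, 0.05% BSA; qHTS 6-point titration, ~60 µM downward; luminescence read.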
# ELG1 genotox: genotoxicity induction in ELG1-luciferase HEK293T cells. Potency, µM (series often up to 46 µM), without a hit: at the top dose activity change, positive = activation, actives largely listed as activators. 330,000 tested, 1.3% active. HEK293T ELG1-luciferase reporter, luminescence, 16 h; further: % of control where 0% means no effect; nearly all actives have a fitted effect of over 60% in size
#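 Luminescence read-out: rising ELG1-luciferase signal, reflecting elevated ELG1 protein under genetic stress, flags genotoxic compounds. Cells were treated for 16 hr at 37 °C before ONE-Glo detection.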
# * hit, by the source's call; ? = inconclusive; nt = not tested or not shown; [ ] = dose if it differs, or a comment. Unless noted, the call rests on the fitted dose curve; in most records, active means well fitted curve in the direction sought with a large enough effect; inconclusive means small, poorly fitted or top-dose-only effect, or another doubt; inactive means no such curve, though single readings can be large; an effect the other way counts as inactive or inconclusive. Potency means the concentration at half of the fitted maximal effect. This is a subset; rates above refer to the full screens.
SMILES	MBNL1 CUG block	FLuc counter	RORg inh	CXXC DNA block	uPA surface inh	Gal4-VP16 FLuc	BRCA1 expr up	p53 reactivator	Rab9 prom act	ELG1 genotox	NPC1 promoter act
COc1ccc(/C=N/NC(=O)CN(C2=NS(=O)(=O)c3ccccc32)c2ccccc2)cc1	nt	8%	14%[10 µM]	2%	-1%	-14%	-15%	-4%	-1%	-1%	-7%
C=CCNC(=O)c1onc(CSc2ccc(F)cc2)c1C(=O)NCC=C	nt	3%	nt	nt	-4%	nt	3%	-3%	2%	-1%	0%
CC(C)(C)C(=O)OCOC(=O)[C@@H]1N2C(=O)[C@@H](N=CN3CCCCCC3)[C@H]2SC1(C)C	nt	-1%	2%[2.98 µM]	2%[51.4 µM]	12%	-7%[17 µM]	0%	0%	0%	-4%	1%
Cc1noc(C)c1COC(=O)c1cc(F)c(F)cc1Cl	1%	6%	-6%	-8%	-1%	1%	-11%	-2%	-4%	-4%	-1%
COCCSc1ccccc1C(=O)NCCc1ccccc1	-5%	-7%	-103%	22%	-19%	?	-19%	-5%	14%	-2%	7%
CC(=O)Cc1nsc(NC(=O)c2oc(-c3ccccc3Cl)cc2C)n1	10%	?	-6%	-3%	5%	-1%	4%	1%	4%	-1%	-1%
CCN(CC)c1ccc(C(=O)N/N=C(\C)c2ccc(O)cc2)cc1	nt	?	-33%	6%	1%	-6%	-28%	-4%	-1%	-1%	1%
O=Cc1ccc(OC(=O)C2CC(=O)N(c3ccc(F)cc3)C2)cc1 (stereo not given)	10%	4%	-3%	-1%	nt	-5%	2%	6%	-6%	-1%	-1%
CCCOc1ccccc1Cn1c(=O)oc2ccc(C)cc21	2%	-2%	0%	3%	3%	-3%	-31%	-5%	3%	0%	2%
O=C(O)c1cccc2cccnc12	20%	0%	-15%	2%	8%	-12%	-11%	-2%	-6%	-5%	-3%
COc1ccccc1OCCCOc1ccc(/C=C2\SC(=O)NC2=O)cc1OC	-4%	?	26%	?	-5%	15%	-10%	nt	0%	-6%	-3%
CCOC(=O)C=C1CCN(c2ncc(C(F)(F)F)cc2Cl)CC1	1%	0%	-42%	11%	2%	0%	18%	-8%	0%	-1%	-5%
O=C1CCc2cc(S(=O)(=O)N3CCC(C(=O)NC4CCCCCCC4)CC3)ccc2N1	-3%	8%	-7%	3%	-13%	6%	-6%	-2%	-6%	11%	3%
COc1ccc(OC)c(NC(=O)CN2C(=O)NC(C)(c3ccc4c(c3)OCCO4)C2=O)c1 (stereo not given)	nt	-1%	nt	nt	-12%	nt	-11%	-8%	-8%	1%	-4%
COc1ccc(C2C=C(C34CC5CC(CC(C5)C3)C4)NC(=S)N2)cc1OC (stereo not given)	-3%	5%	1.3µM*	-1%	-10%	1.6µM*	-53%	-13%	-4%	-2%	-4%
COc1cccc(C(=O)N2c3cc(C)ccc3OCC2C(C)(C)C)c1 (stereo not given)	-6%	1%	-11%	14%	4%	-1%	-31%	6%	-3%	-9%	-3%

# As a short view, some entries already given:
SMILES	MBNL1 CUG block	FLuc counter	RORg inh	CXXC DNA block	uPA surface inh	Gal4-VP16 FLuc	BRCA1 expr up	p53 reactivator	Rab9 prom act	ELG1 genotox	NPC1 promoter act
CCN(CC)c1ccc(C(=O)N/N=C(\C)c2ccc(O)cc2)cc1	nt	?	-33%	6%	1%	-6%	-28%	-4%	-1%	-1%	1%
O=Cc1ccc(OC(=O)C2CC(=O)N(c3ccc(F)cc3)C2)cc1 (stereo not given)	10%	4%	-3%	-1%	nt	-5%	2%	6%	-6%	-1%	-1%
CCCOc1ccccc1Cn1c(=O)oc2ccc(C)cc21	2%	-2%	0%	3%	3%	-3%	-31%	-5%	3%	0%	2%
O=C(O)c1cccc2cccnc12	20%	0%	-15%	2%	8%	-12%	-11%	-2%	-6%	-5%	-3%
COc1ccccc1OCCCOc1ccc(/C=C2\SC(=O)NC2=O)cc1OC	-4%	?	26%	?	-5%	15%	-10%	nt	0%	-6%	-3%
CCOC(=O)C=C1CCN(c2ncc(C(F)(F)F)cc2Cl)CC1	1%	0%	-42%	11%	2%	0%	18%	-8%	0%	-1%	-5%
O=C1CCc2cc(S(=O)(=O)N3CCC(C(=O)NC4CCCCCCC4)CC3)ccc2N1	-3%	8%	-7%	3%	-13%	6%	-6%	-2%	-6%	11%	3%

# (cont.)
SMILES	MBNL1 CUG block	FLuc counter	RORg inh	CXXC DNA block	uPA surface inh	Gal4-VP16 FLuc	BRCA1 expr up	p53 reactivator	Rab9 prom act	ELG1 genotox	NPC1 promoter act
Cc1cccc(C(=O)OC2CCCN(C)C2)c1C (stereo not given)	-15%	-3%	-1%	-7%	14%	3%	-1%	-6%	-6%[1.84 µM]	2%	-4%
Cc1ccc(/C=N/n2c(C)nnc2C)s1	-3%	0%	-1%	1%	1%	3%	-4%	1%	-7%	4%	1%
O=C(c1ccc(-c2ccc(Cl)cc2Cl)o1)N1CCOCC1	2%	8.5µM*	7%	36%	?	4%	?	3%	3.2µM*	?	3.2µM*
Cc1ccc(S(=O)(=O)N2CCN(CC(=O)Nc3ccnn3C3CCCC3)CC2)cc1	nt	nt	nt	nt	?	nt	12%	1%	-1%	0%	-2%
N#CCSc1nnc(-c2c[nH]c3ccccc23)o1	-2%	-2%	37%	-4%	-1%	-11%	-6%	-6%	-2%	4%	-2%
CCN(CC(=O)Nc1c(F)cccc1F)C(=O)c1ccc(Cl)c(S(=O)(=O)N2CCCCC2)c1	3%	4%	13%	-4%	7%	0%	-1%	-2%	2%	-4%	-3%
COc1cc(NC(=O)c2c(Cl)cnn2C)c(OC)cc1Cl	25%	0%	-1%	-5%	-3%	-14%	-7%	-1%	-5%	9%	-6%
CSc1ccc(C2c3[nH]c4ccccc4c3CCN2C(=O)c2ccnn2C)cc1 (stereo not given)	-7%	11µM*	-4%	10%	-9%	20%	28%	3%	3.5µM*	16%	11%
Cc1cc(C(F)(F)F)n2nc(-c3cnn(C)c3C(F)(F)F)c(Cl)c2n1	13%	5%	2%	5%	nt	-4%	-40%	5%	10%	3%	-2%
O=C(CSc1nc2ccccc2[nH]1)Nc1c(F)cccc1F	-7%	-9%	40%	7%	-1%	-9%	13%	-8%	9%	1%	2%
CN(C)C(=O)COC(=O)c1ccccc1NC(=O)c1ccco1	-10%	-1%	-2%	11%	6%	7%	-3%	-1%	-1%	1%	-2%
Cc1ccsc1/C=N/NC(=O)c1sccc1C	24%	5.4µM*	7.9µM*	-19%	-5%	?	18%	?	3.2µM*	?	2.5µM*
CCOc1nc2ccccc2cc1/C=C/C(=O)O	?	?	8%	9%	0%	5%	-1%	4%	-7%	-1%	-2%
Cc1cc(/C=N/n2cnnc2)c(C)n1-c1ccccc1	0%	?	20%	1%	-6%	15%	18%	8%	-1%	7%	4%
COC(=O)c1cc(NC(=O)c2ccc(F)cc2)cc(C(=O)OC)c1	0%	?	1%	-1%	6%	9%	-3%	7%	-4%	-1%	-6%
O=c1[nH]c2c(s1)C=Nc1ccccc1N2	?	-10%	7%[10 µM]	?	-2%	2%	11%	11%	2%	10%	-6%
CC(C)CN(C(=O)COC(=O)c1ccc(-c2ccccc2)cc1)C1CCS(=O)(=O)C1 (stereo not given)	nt	-1%	26%	-3%	0%	8%	-1%	0%	3%	-3%	-14%
COc1ccc(C(=O)Cn2ccsc2=NC(C)=O)cc1	-2%	3%	29%	0%	1%	?	0%	6%	-4%	-3%	-1%
COc1ccc(-n2ccnc(SCC(=O)NC3CCCC3)c2=O)cc1	?	-3%	15%	13%	0%	-11%	2%	3%	-1%	0%	-2%
COc1ccc(C2NC(=O)C(C)S2)cc1 (stereo not given)	-9%	3%	3%	-2%	nt	17%	13%	0%	-4%	3%	0%
O=S(NCc1ccccc1)C12CC3CC(CC(C3)C1)C2 (stereo not given)	8%	7%	?	12%	5%	-3%	-10%	-10%	0%	0%	-1%
